Bioassay records: PubChem BioAssay, several laboratories
pPAFAH inh: pPAFAH enzyme inhibitors, primary screen, biochemical, fluorescence polarization, human; AID 463082, 2010; inhibition, % at 3.39 µM; actives 1.5% (n = 330,000); recombinant pPAFAH, FP-rhodamine probe fluorescence polarization; Platelet-activating factor acetylhydrolase (Homo sapiens), Q13093;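 active = inhibition above the mean inhibition across the screen plus 3 SD, cut at about 25% in these data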;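 note: inhibitors block binding of the rhodamine activity-based probe so polarization drops; 0% = enzyme with DMSO and 100% = wells lacking pPAFAH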
Fam108B counter: mouse Fam108B serine hydrolase inhibitors, primary screen, counter-screen for RBBP9 inhibitor project, biochemical, fluorescence polarization. inhibition, % at 9.51 µM. actives 0.33% (n = 300,000). recombinant Fam108B, FP-Rh probe fluorescence polarization;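 active = inhibition above the screen mean inhibition plus 3 SD, computed separately per campaign, cut at about 18% in these data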;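 note: inhibitors lower polarization as less probe binds the enzyme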
MEX-5 binding: MEX-5 zinc finger RNA-binding disruptors – biochemical, C. elegans, fluorescence polarization, MLPCN library, primary screen; activity score (negative = inhibition of binding), % at 10 µM; Zinc finger protein mex-5 (Caenorhabditis elegans), Q9XUB2; actives 0.38% (n = 300,000); MEX-5/FITC-TCR2 RNA binding; active compounds read low;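 active = inhibition past about -25% in most replicates, and total fluorescence under double the plate's negative control median, limit read from the data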;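 note: 0% = DMSO and -100% = 5 µM competing unlabeled TCR2 RNA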
Target sequence (Q9XUB2 whole entry, looked up): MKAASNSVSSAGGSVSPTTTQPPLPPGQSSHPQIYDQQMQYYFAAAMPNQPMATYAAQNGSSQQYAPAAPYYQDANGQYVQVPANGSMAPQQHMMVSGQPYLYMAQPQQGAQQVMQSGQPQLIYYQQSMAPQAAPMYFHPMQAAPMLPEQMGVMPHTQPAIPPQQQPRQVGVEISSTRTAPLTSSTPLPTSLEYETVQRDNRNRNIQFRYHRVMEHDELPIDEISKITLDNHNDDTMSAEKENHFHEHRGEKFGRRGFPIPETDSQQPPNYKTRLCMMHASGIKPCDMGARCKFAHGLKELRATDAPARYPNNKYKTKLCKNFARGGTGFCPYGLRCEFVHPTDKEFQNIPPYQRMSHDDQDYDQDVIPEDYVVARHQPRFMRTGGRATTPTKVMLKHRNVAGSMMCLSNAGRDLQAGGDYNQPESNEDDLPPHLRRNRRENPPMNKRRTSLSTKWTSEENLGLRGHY
AHR activator: AHR activators, primary screen, cell-based, luminescence, luciferase reporter, human | actives 2.5% (n = 320,000) | activation, % at 5 µM | AID 2796, 2010 | AHR-responsive luciferase reporter cells; in the data active = activation above about 47%;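 note: 0% = vehicle wells and 100% = reference agonist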
MCL1-BIM inh: inhibitors of MCL1 binding to BIM-BH3, primary screen, biochemical, fluorescence polarization; GST-MCL1 / FITC-Bim-BH3 fluorescence polarization; actives 0.68% (n = 320,000); Induced myeloid leukemia cell differentiation protein Mcl-1 (Homo sapiens), Q07820; inhibition, % at 10.9 µM;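 active = inhibition above the mean inhibition of all tested compounds plus 3 SD, set per campaign, cut at about 40% in these data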;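 note: 0% = DMSO wells and 100% = unlabeled Bim-BH3 peptide control; higher means more loss of mP so more displacement of Bim peptide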
Target sequence (Q07820 whole entry, looked up): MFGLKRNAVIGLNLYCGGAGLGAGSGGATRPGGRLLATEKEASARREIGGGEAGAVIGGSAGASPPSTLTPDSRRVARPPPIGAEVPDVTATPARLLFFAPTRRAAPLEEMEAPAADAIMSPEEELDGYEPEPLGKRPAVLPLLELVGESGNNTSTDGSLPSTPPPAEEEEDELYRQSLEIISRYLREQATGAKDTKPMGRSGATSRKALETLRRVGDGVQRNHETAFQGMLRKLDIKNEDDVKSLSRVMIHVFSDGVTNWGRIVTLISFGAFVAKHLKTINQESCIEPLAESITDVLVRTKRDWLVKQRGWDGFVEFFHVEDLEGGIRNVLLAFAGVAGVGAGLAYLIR
Bcl-xL primary: inhibitors of human Bcl-xL, primary screen, biochemical, fluorescence polarization, HTS. Bcl-2-like protein 1 (Homo sapiens), Q07817. GST-Bcl-xL / FITC-Bim BH3 peptide fluorescence polarization. inhibition, % at 10.9 µM. actives 0.7% (n = 320,000);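 active = inhibition above the mean of all tested compounds plus 3 SD, cutoff set per campaign, cut at about 30% in these data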;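 note: 0% = DMSO wells and 100% = unlabeled Bim-BH3 peptide competitor; inhibitors lower millipolarization by displacing the labeled peptide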
Target sequence (Q07817 whole entry, looked up): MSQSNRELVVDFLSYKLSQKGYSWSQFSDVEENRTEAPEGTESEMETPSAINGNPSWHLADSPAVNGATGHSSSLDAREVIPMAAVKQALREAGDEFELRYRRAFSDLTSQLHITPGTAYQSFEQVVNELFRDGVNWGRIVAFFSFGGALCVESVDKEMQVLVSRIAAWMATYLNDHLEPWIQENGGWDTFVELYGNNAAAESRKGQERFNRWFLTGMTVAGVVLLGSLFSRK
PME-1 inh: PME-1 inhibitors via competitive probe labeling, primary screen, biochemical, fluorescence polarization, FP-Rh probe, HTS; AID 2130, 2009; inhibition, % at 5.9 µM; recombinant PME-1; actives 0.53% (n = 320,000);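 active = inhibition above the campaign mean of all compounds plus 3 SD, cut at about 26% in these data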;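 note: competitive labeling of PME-1 active site by serine hydrolase directed probe; 0% = PME-1 with DMSO and 100% = wells lacking PME-1 enzyme; inhibitors block probe labeling so polarization falls and inhibition rises; many of its hits are not listed in these tables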
PAFAH1B2 inh: PAFAH1B2 enzyme inhibitors, primary screen, biochemical, fluorescence polarization, human; AID 492953, 2010; actives 1.2% (n = 340,000); Platelet-activating factor acetylhydrolase IB subunit alpha2 (Homo sapiens), P68402; recombinant PAFAH1B2, FP-rhodamine activity probe; inhibition, % at 3.39 µM;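 active = inhibition above the mean of all tested compounds plus 3 SD, cut at about 24% in these data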;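 note: 0% = enzyme with DMSO and 100% = wells lacking PAFAH1B2; many of its hits are not listed in these tables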
GLD-1 RNA inh: GLD-1/TGE RNA complex disruptors, primary screen, biochemical, fluorescence polarization; Female germline-specific tumor suppressor gld-1 (Caenorhabditis elegans), Q17339; purified GLD-1 + fluorescein TGE RNA; inhibition, % at 5.96 µM; actives 0.44% (n = 320,000); AID 2280, 2010;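 active = percent inhibition above a per-plate cutoff, the plate mean of test compounds plus 3 SD, cut at about 30% in these data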;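 note: 0% = DMSO wells with GLD-1 and probe and 100% = wells lacking GLD-1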
* hit, by the source's call; / = no result given. This is a subset (hit frequency here may not be typical).

SMILES | pPAFAH inh | Fam108B counter | MEX-5 binding | AHR activator | MCL1-BIM inh | Bcl-xL primary | PME-1 inh | PAFAH1B2 inh | GLD-1 RNA inh
COc1cc(NC(=O)CN2CCN(Cc3ccc4c(c3)OCO4)CC2)cc(OC)c1 | 1.2 | -2.1 | -7.2 | -1.8 | 1.6 | 6.3 | -5.3 | 1.3 | 11.2
CCOc1ccccc1NC(=O)c1ccc(S(=O)(=O)N(C)C)cc1 | 1.8 | 9.6 | 0.2 | 6.9 | 2.8 | 5.3 | 3.1 | 4.6 | -2.0
O=S(=O)(c1c(Cl)cc(Br)cc1Cl)N1CCN(C(=S)NC2CC2)CC1 | 0.5 | / | / | 0.3 | / | / | / | -2.2 | 2.5
CCn1c2ccccc2c2cc(CN3CCN(Cc4cc(OC)ccc4O)CC3)ccc21 | 2.9 | 3.2 | -0.2 | 1.4 | 13.4 | 10.0 | -1.1 | 3.8 | 2.8
COC(=O)c1cc2ccccc2oc1=O | -0.4 | 5.3 | 2.4 | 3.0 | 7.8 | 8.8 | 1.1 | -2.7 | 0.0
O=C(Nc1ccccn1)c1onc2c1CCCC2 | 1.0 | 0.2 | 0.4 | 31.3 | 6.1 | 7.0 | -0.7 | 4.7 | 6.2
CC(=O)c1cccc(NC(=O)Nc2csc3c2CCCC3)c1 | 7.8 | 13.8 | -4.0 | 41.6 | 5.1 | 4.8 | 19.0 | 9.2 | 3.8
Cc1cc2c(SCC(=O)NC3CCCC3)ncnc2s1 | -0.8 | 2.0 | -0.9 | -1.0 | 5.2 | 3.2 | -4.6 | -0.7 | 1.2
Cc1ccc(N(CC(=O)NC2CCCC2)C(=O)c2ccc(C)s2)cc1 | 0.3 | -3.0 | 1.5 | -1.4 | -1.5 | 7.5 | -2.1 | 6.7 | -3.3
CC(=O)c1cccc(NC(=O)C2(c3ccccc3)CC2(Cl)Cl)c1 (configuration not stated) | 3.7 | 0.0 | 1.2 | 4.1 | -3.7 | 1.3 | -11.1 | 14.0 | 6.4
Cc1nc(NCc2ccco2)c(C#N)c2c1COC(C)(C)C2 | 6.0 | 1.2 | -0.6 | 2.2 | 3.1 | 7.6 | -3.2 | 5.2 | -1.4
CCN1CCc2nc3sc(C(=O)Nc4cccnc4Cl)c(N)c3cc2C1 | 7.5 | 0.8 | -8.7 | -0.4 | 53.9* | 45.9* | 4.9 | 3.5 | 27.7
Cc1c(NC(=O)C(=O)/C=C(/O)c2ccccc2)c(=O)n(-c2ccccc2)n1C | 1.1 | -0.8 | -0.2 | 0.2 | 3.5 | 2.1 | 3.4 | 7.4 | 1.0
CN1CCN(S(=O)(=O)c2ccc(N(C)Cc3ccc(C(F)(F)F)cc3)c([N+](=O)[O-])c2)CC1 | 3.9 | / | / | -0.4 | -0.9 | 5.5 | 9.2 | 9.8 | 6.6
Cc1ccc(C(=O)NNC(=O)CSc2nnc(CNc3ccc(F)cc3)n2C)cc1 | 4.8 | 3.7 | -0.6 | 1.0 | -2.5 | 1.3 | 5.7 | / | -2.2
O=S(=O)(c1ccccc1)N1CCN(CCO)CC1 | -0.3 | 1.6 | -0.3 | -0.5 | 3.4 | 3.5 | -0.3 | 2.9 | -8.2
CCOC(=O)N1CCC(NS(=O)(=O)c2ccc3c(c2)C(C)(C)C(=O)N3C)CC1 | 5.0 | 0.0 | -1.3 | -0.1 | -0.5 | 6.3 | -1.4 | 2.6 | -0.4
CCC(CC)C(=O)Nc1c2cnn(-c3ccccc3)c2nc(=O)n1-c1ccccc1 | -1.3 | 6.4 | 0.3 | 6.6 | 3.8 | 4.3 | -4.7 | -1.9 | -7.1
Cc1cc2cc(CN(Cc3cccs3)Cc3nnnn3CC3CCCO3)c(=O)[nH]c2cc1C (configuration not stated) | 5.2 | 1.2 | -0.8 | 4.6 | 3.0 | 4.5 | 5.4 | 1.6 | 0.5
C[C@@]12CCC=C[C@H]1[C@H](c1ccc(C(F)(F)F)cc1)N(Cc1ccccc1)C2=O | 6.3 | 0.9 | 1.3 | 1.3 | 5.2 | 6.3 | 5.3 | 6.5 | 1.0
CC1CCCCN1S(=O)(=O)c1ccc(C(=O)N(CCCN(C)C)c2nc3ccc(Br)cc3s2)cc1 (configuration not stated) | 1.0 | 2.1 | -2.2 | -7.2 | 4.8 | -0.6 | 4.7 | 4.4 | -0.6
OCCN(CC#CC(O)(c1ccccc1)c1ccccc1)CCO | -0.7 | 0.6 | -0.8 | -2.4 | -3.6 | 6.2 | 3.8 | 4.2 | 1.4
CC1Cc2ccccc2N1C(=O)c1cnc2ccccn2c1=O (configuration not stated) | -2.7 | 0.6 | -0.9 | 6.9 | 3.3 | 4.3 | -1.1 | 4.8 | 2.1
CCOc1cc(/C=N/NC(=O)c2ccc(O)cc2)ccc1Oc1nc(Cl)ncc1F | -4.6 | -4.9 | 1.7 | 1.6 | -22.3 | -10.2 | -7.5 | -7.3 | 2.5
CCC(=O)NC(c1ccc(OC)cc1)c1c(O)ccc2ccccc12 (configuration not stated) | 1.4 | 2.3 | 2.8 | -1.2 | 5.4 | 2.2 | 4.6 | 3.1 | 0.9
CC(C(=O)O)C(=O)O | -1.6 | -6.0 | / | 0.3 | 6.7 | 2.1 | -1.0 | 1.0 | -2.7
O=C(/C=C/c1ccco1)NC(=S)Nc1cc(-c2nc3ccccc3s2)ccc1Cl | 10.3 | -35.1 | / | 29.7 | -1.6 | -1.4 | -11.6 | -10.8 | -1.8
COc1ccccc1CNc1nc2nc3c(c(=O)n2[nH]1)CCC3 | 3.3 | -3.3 | -0.9 | -0.1 | -6.4 | -1.4 | -3.1 | 0.2 | 5.1
O=C(CN(CC1CCCO1)C(=O)CCC(=O)Nc1nccs1)NCc1ccccc1 (configuration not stated) | 1.6 | -4.1 | -1.1 | 10.2 | 5.3 | 1.5 | -2.5 | 1.1 | 3.1
CCOc1ccc(NC(=O)[C@@H]2CCC(=O)N2C2OC(=O)c3ccccc32)cc1 (some centres not stated) | 1.5 | -1.8 | -2.5 | 0.5 | 8.7 | 8.3 | 1.7 | 2.9 | -5.5
Cc1ccc(C(=O)Nc2cccc(-c3ccc(N4CCOCC4)nn3)c2)cc1[N+](=O)[O-] | 5.6 | 8.0 | -1.8 | 5.2 | -0.8 | 3.1 | -2.6 | 2.6 | 0.8
CC(C)[C@H](N)c1nnc2n1N=C(c1ccc(Cl)cc1)CS2 | 0.1 | 4.9 | -1.5 | 5.1 | 6.6 | 0.1 | 5.4 | 2.0 | 3.7
CCSc1cc(C)nc2ncnn12 | 0.7 | 2.7 | 1.1 | -1.6 | 2.4 | -0.4 | 4.0 | 6.0 | -2.4
CN(c1ccc(C(=O)COC(=O)C2CC2)cc1)S(C)(=O)=O | 2.9 | / | / | -0.6 | / | / | / | 2.5 | 3.7
CNC(=S)N/N=C(\C)c1ccc(C(C)(C)C)cc1 | 2.1 | -1.3 | -1.4 | 22.7 | 10.0 | -0.6 | -0.6 | -1.4 | 6.7
O=C(NNc1ncnc2c1cnn2-c1cccc(Cl)c1)c1ccco1 | 0.2 | -1.7 | -2.2 | -1.6 | -6.8 | -9.4 | 4.7 | 5.2 | -4.3
O=C(CCc1ccccc1)NC(=S)Nc1ccccc1Br | -3.1 | -5.2 | -0.2 | 7.0 | 9.0 | 5.7 | -2.7 | 2.8 | 0.1
COc1cccc(NC(=O)C(=O)NCC(c2ccco2)N2CCc3ccccc3C2)c1 (configuration not stated) | -0.3 | -4.6 | 2.6 | 2.8 | 1.0 | -0.1 | -3.7 | -1.8 | -3.5
CN(CC(=O)NCc1ccco1)S(=O)(=O)c1ccc2c(c1)n(C)c(=O)c(=O)n2C | 6.4 | 0.8 | -0.9 | -2.1 | -2.2 | 1.1 | -2.4 | 7.3 | 6.3
COc1ccc(Nc2nc(N3CCCC3)c3ccccc3n2)cc1 | 6.1 | -0.9 | 1.4 | 49.9* | 2.0 | 1.3 | -105.2 | -1.4 | -2.7
CC(NCc1ccc(S(N)(=O)=O)cc1)C(=O)N1c2ccccc2CC1C (configuration not stated) | 0.9 | 2.3 | -5.8 | 0.2 | -7.1 | 1.0 | -1.3 | 0.5 | 0.7
Cc1ccnc(NS(=O)(=O)c2ccc(NC(=O)c3ccc(S(=O)(=O)N(C)C)cc3)cc2)n1 | 0.0 | -9.4 | -0.6 | 1.1 | -2.3 | 3.1 | 2.4 | -1.6 | 3.5
COC(=O)Cc1ccc(NC(=S)N2CCN(C)CC2)cc1 | -1.4 | 2.6 | 2.1 | -3.0 | -1.5 | 0.7 | -0.1 | 3.7 | -3.9
COCCCNC(=O)c1ccccc1NS(=O)(=O)c1ccc(C)cc1 | 3.2 | 10.0 | -2.0 | -1.1 | -0.6 | -1.9 | 5.1 | 4.1 | -0.2
COCCn1c(C)cc(C(=O)COC(=O)c2cc3c(s2)CCC3)c1C | 16.1 | 4.1 | 0.0 | 1.8 | 19.2 | 4.9 | -5.5 | 5.8 | 7.2
CC(=O)c1cccc(NC(=O)CCC(=O)Oc2ccc(C)cc2)c1 | 1.9 | -3.5 | 3.7 | 2.6 | 1.9 | 0.7 | 1.1 | 5.6 | -2.7
COc1ccccc1NC(=O)CSCc1nc2ccccc2[nH]1 | 5.1 | 2.6 | 0.4 | 15.4 | 6.4 | 3.4 | 2.4 | 3.1 | 3.2
CCC(NC(=O)N(Cc1ccccc1)Cc1ccc2c(c1)OCO2)(C(F)(F)F)C(F)(F)F | 3.5 | -1.5 | -0.3 | 4.4 | 3.0 | 0.7 | 2.6 | 5.2 | -1.8
CC[C@@H](C)[C@H](NS(=O)(=O)c1ccc(C)cc1)C(=O)N1CCC(C(=O)NCC(=O)O)CC1 | -2.0 | 2.2 | 1.2 | 2.5 | 9.8 | 4.0 | -3.1 | -2.2 | 0.3
CCC(CC)CN1CCN=C1N(C)C | -1.5 | -3.5 | 2.2 | -1.5 | 2.1 | -1.6 | 1.9 | 0.9 | 2.5
CCN1CCC(N2CCN(c3ccc(Cl)cc3)CC2)CC1 | 2.4 | 0.3 | 0.9 | -0.6 | 0.5 | 3.6 | 2.7 | / | 7.6
Cc1ccc(-c2nc3ccccc3o2)cc1NC(=S)NC(=O)c1cccs1 | 1.8 | -24.4 | -4.0 | 4.5 | 4.4 | -1.8 | -9.2 | -6.1 | 7.1
Cc1cc(C)n(-c2nc(SCCN(C)C)c3c4c(sc3n2)COC(C)(C)C4)n1 | -6.2 | 4.2 | 1.9 | -1.7 | 1.9 | -0.2 | -5.4 | 1.1 | 2.7
O=C(Nc1cccc(C(F)(F)F)c1)c1scc2c1OCCO2 | -0.4 | -1.6 | 2.0 | 6.7 | 6.4 | 5.1 | -6.2 | 1.3 | 5.4
